# proKLK7 act = activators of human kallikrein-7 zymogen; P49862; purified proKLK7, EDANS-DABCYL substrate fluorescence; 100% is mature enzyme control, 0% vehicle; activation, % at 7 µM; 370,000 tested, 0.9% active; AID 652039;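 active means activation above the mean of all tested compounds plus 3 SD, computed per campaign excluding outliers beyond control limits, cut at about 13% in these data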
# Target sequence (P49862 whole entry, looked up): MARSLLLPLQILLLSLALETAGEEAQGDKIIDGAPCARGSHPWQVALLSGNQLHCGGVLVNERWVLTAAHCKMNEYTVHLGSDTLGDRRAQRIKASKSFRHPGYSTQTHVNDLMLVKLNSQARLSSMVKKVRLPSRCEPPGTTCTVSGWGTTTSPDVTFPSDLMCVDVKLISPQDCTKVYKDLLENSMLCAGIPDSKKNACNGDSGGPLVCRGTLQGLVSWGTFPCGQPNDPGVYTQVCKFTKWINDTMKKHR
# UHRF1 binding = human UHRF1 methylated DNA binding inhibitors. Q96T88. UHRF1 binding to methylated oligo, TR-FRET. inhibition, % at 4.4 µM. 370,000 tested, 0.75% active. AID 687016; in the data active means inhibition above about 21%;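 further: UHRF1 SRA domain binding a hemimethylated CpG hairpin DNA probe; 0% = median of test compound wells and 100% = reference inhibitor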
# Target sequence (Q96T88 whole entry, looked up, the tested form may be a part): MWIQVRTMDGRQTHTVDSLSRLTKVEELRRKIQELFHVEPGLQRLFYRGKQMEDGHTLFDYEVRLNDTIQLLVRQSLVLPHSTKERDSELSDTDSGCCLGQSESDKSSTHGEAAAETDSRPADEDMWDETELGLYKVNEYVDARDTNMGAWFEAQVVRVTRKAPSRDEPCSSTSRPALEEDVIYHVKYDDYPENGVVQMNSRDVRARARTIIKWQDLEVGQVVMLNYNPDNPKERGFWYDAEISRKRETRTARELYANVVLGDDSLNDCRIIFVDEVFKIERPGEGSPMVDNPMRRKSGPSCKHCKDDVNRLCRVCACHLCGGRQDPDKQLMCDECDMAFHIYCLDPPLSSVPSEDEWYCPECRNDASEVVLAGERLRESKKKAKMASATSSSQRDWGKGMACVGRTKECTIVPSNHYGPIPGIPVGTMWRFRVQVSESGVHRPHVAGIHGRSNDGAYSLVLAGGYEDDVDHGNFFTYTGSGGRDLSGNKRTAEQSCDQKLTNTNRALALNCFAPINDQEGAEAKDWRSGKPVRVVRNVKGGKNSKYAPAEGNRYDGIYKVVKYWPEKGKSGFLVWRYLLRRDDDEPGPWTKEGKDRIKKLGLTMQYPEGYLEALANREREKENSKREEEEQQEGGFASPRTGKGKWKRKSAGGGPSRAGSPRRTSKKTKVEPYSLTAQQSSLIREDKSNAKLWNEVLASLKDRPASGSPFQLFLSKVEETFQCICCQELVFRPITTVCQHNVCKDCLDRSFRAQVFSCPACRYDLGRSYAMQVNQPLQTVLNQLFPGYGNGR
# ASAP1 inh = inhibitors of human ASAP1 ArfGAP activity; Q9ULH1; ASAP1-stimulated ARF1 GTP hydrolysis, GDP FP detection; inhibition, % at 16.5 µM; 360,000 tested, 0.19% active; AID 624377; in the data active means inhibition above about 25%;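 further: 0% = vehicle with enzyme and substrate and 100% = no enzyme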
# ARFGAP1 inh = inhibitors of rat ARFGAP1 | Arfgap1-stimulated ARF1 GTP hydrolysis, GDP FP detection | inhibition, % at 16.5 µM | 360,000 tested, 0.26% active | AID 651572;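 active means inhibition above a per-plate limit, mean inhibition of low control wells plus 3 SD, cut at about 25% in these data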;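 further: 0% = DMSO wells with enzyme and 100% = wells lacking Arfgap1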
#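 System: truncated rat Arfgap1 GAP domain / Benchmarks: high control wells lacking Arfgap1, low control full reaction with DMSO / Times: compound-enzyme preincubation 20 min, reaction 120 min, detection 60 min, 25 °C / Repeats: one replicate per compound / Also added: human ARF1(Δ1-17)-GTP substrate / Measured by: Tracer-displacement fluorescence polarization with EDTA stop, 620/688 nm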
# PLCg1 inh = PLC-gamma1 (human) inhibition, primary screen; P19174; purified PLC-gamma1, fluorogenic substrate, fluorescence; inhibition, % at 12.2 µM; 370,000 tested, 0.84% active; in the data active means inhibition above about 9.5%
# ADAM17 inh = ADAM17 inhibition, QFRET primary screen | recombinant ADAM17, EDANS/DABCYL FRET peptide cleavage | inhibition, % at 6.95 µM | 370,000 tested, 0.83% active;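 active means inhibition above the mean of compounds lying between control limits plus 3 SD, set per campaign, cut at about 8.5% in these data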;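 further: 0% = DMSO-only wells as the low control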
# MBD2 inh = blocks human MBD2 binding to methylated DNA; 370,000 tested, 0.31% active; AID 686964; TR-FRET, MBD2 binding to methylated oligonucleotide; inhibition, % at 4.4 µM; Q9UBB5; in the data active means inhibition above about 13%
# DDE Tn7 FP inh = disrupts Tn7 cyclic peptide binding to fibrin D-Dimer-E complex; inhibition, % at 8.3 µM; P02675; FP displacement of FITC-Tn7 peptide from fibrin DD(E); 0% = median of compound wells per plate; 370,000 tested, 0.13% active;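 active means inhibition above the mean of compounds falling within the control limits plus 3 SD of them, cut at about 14% in these data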;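 further: 0% = plate median of compound wells and 100% = 10 µM Aha-Tn7 peptide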
#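 Assay system: Human clot-derived fibrin DD(E) complex | Buffer or medium: Tris/NaCl/CaCl2 buffer, pH 7.8 | Repeats: One replicate per compound | Benchmarks: Aha-Tn7 high control | Measure: % inhibition scaled between sample-field median and high-control FP | Schedule: 10 min plus 3 h, room temperature | Signal: Fluorescence polarization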
# DDE Tn6 FP inh = inhibitors of Tn6 peptide binding to human fibrin DD(E); 370,000 tested, 0.21% active; inhibition, % at 8.3 µM; Fibrin DD(E) TRITC-Tn6 fluorescence polarization displacement; P02675;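 active means inhibition above a per-campaign cutoff: mean of compounds within control limits plus 3 SD, cut at about 15% in these data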;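 further: 0% = median of all compound wells on the plate and 100% = blocking peptide control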
# PLCb3 inh = inhibitors of human phospholipase C beta3. Purified PLC-beta3, fluorogenic substrate, fluorescence. inhibition, % at 12.2 µM. 370,000 tested, 0.18% active. AID 720704; in the data active means inhibition above about 11%;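 further: 0% = median of compound wells on plate and 100% = full blocker control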
# Starred values were filed as active, the others as inactive; / = not tested or not shown.
DDE Tn7 FP inh,PLCg1 inh,DDE Tn6 FP inh,ADAM17 inh,ARFGAP1 inh,MBD2 inh,ASAP1 inh,UHRF1 binding,PLCb3 inh,proKLK7 act,SMILES
2.2,1.7,2.9,1.1,-14.0,3.5,-8.1,-1.6,-1.4,0.0,COCCNC(=O)C(c1ccc(C)cc1)N(C(=O)CCC(=O)Nc1ccccn1)c1ccc(F)cc1 (stereo unspecified)
-1.1,-29.2,-3.7,-20.1,5.0,0.6,-5.4,-3.8,-50.6,0.0,Cc1ccc(C(C(=O)NCc2ccc(F)cc2)N(Cc2ccco2)C(=O)c2snc(C(N)=O)c2N)o1 (stereo unspecified)
5.3,-5.4,3.3,-0.6,-8.1,-1.2,-5.1,-4.0,-1.5,-0.9,CCCn1c2ccccc2c2nnc(SCC(=O)OCC)nc21
4.8,-2.6,2.1,-4.5,-7.4,-3.2,10.1,2.5,2.9,-0.2,CCOC(=O)C(NC(=O)CC)(Nc1ccc(S(=O)(=O)Nc2ncccn2)cc1)C(F)(F)F (stereo unspecified)
9.2,1.3,3.4,-1.3,-1.9,-1.3,-1.9,0.2,-0.2,-0.3,CCN(CC)C(=O)CCc1nnc(CCc2c[nH]c3ccccc23)o1
0.6,-0.8,-0.5,-1.8,1.0,0.6,-4.1,1.6,-4.7,-0.7,CCOc1ccc(C(=O)C(C)OC(=O)Cn2cnc3c2c(=O)n(C)c(=O)n3C)cc1 (stereo unspecified)
1.9,1.1,-2.8,2.8,/,0.9,/,-0.4,-0.4,0.5,COc1ccc(S[C@]2(C(=O)N(C)C)CC(=O)N(C(=O)c3ccccc3)[C@@H]2c2ccc(OC)cc2)cc1
-1.9,0.8,4.4,2.8,-13.3,-9.2,10.9,-3.1,2.3,0.2,Cc1cccc(OCCCN2C(=O)C(=O)c3cc(C)ccc32)c1
13.5,-0.7,1.8,-3.0,-0.7,-2.4,1.8,-0.9,2.8,-0.3,CNC(=S)N1CCc2cc(OC)c(OC)cc2C1COc1ccc(OC)cc1 (stereo unspecified)
3.5,-1.1,-2.5,-3.3,-3.2,0.4,6.9,-1.1,-10.6,-0.3,CC(OC(=O)CCc1ccccc1)C(=O)Nc1ccc(Cl)cn1 (stereo unspecified)
-5.6,4.7,6.8,0.9,-1.6,-2.6,-0.3,5.3,7.7,-0.6,Cc1ccc(CSc2ccc(C(=O)N3CCOCC3)cc2[N+](=O)[O-])cc1
-8.0,1.9,1.1,-3.3,6.4,1.0,6.8,1.5,-4.1,0.3,CCOC(=O)N1CCN(CC(=O)Nc2nc3ccc(OC)cc3s2)CC1
5.0,0.8,-3.7,-2.1,3.2,2.9,6.8,0.6,-7.7,0.1,CN(Cc1ccccc1)C(=O)CN1C(=O)NC(C)(c2ccc(C(C)(C)C)cc2)C1=O (stereo unspecified)
-4.5,-1.3,2.7,0.1,7.1,-4.9,6.2,-2.9,1.7,-0.1,O=[N+]([O-])c1ccc(C=NN2CCCCCC2)cc1
5.7,-4.8,2.6,-4.9,2.3,-1.4,6.4,-0.8,-7.3,0.3,O=C(O)c1ccc(NS(=O)(=O)c2cc(Cl)ccc2Cl)cc1O
-1.5,-0.1,-5.4,4.2,1.9,-2.2,1.9,-1.7,-5.2,0.6,COc1ccc(COC(=O)C2=C(C)NC(=O)NC2c2cccc(Br)c2)cc1 (stereo unspecified)
-6.0,2.4,-8.8,-3.1,13.2,0.5,-18.2,0.6,-0.8,0.4,CNC(=S)Nn1cnc2ccccc21
-9.0,1.6,-1.6,2.2,-12.1,6.3,-13.1,-3.4,2.1,0.6,CC(C)(C)N1CC(COc2ccccc2)OC1=O (stereo unspecified)
6.3,2.2,-7.6,-4.7,3.7,2.7,-2.6,2.6,1.8,0.2,O=C(CCC(=O)OCC(=O)c1cccc([N+](=O)[O-])c1)Nc1ccccc1Cl
1.0,-1.2,-5.3,3.5,9.8,-8.0,3.1,-1.6,-0.1,-0.6,COc1ccccc1-c1c(-c2ccc(OCC(=O)NN)cc2O)n[nH]c1C(F)(F)F
-0.7,-5.4,-2.5,-6.8,-6.0,0.7,11.7,-1.8,0.4,0.5,CCSc1nnc(NC(=O)CSc2ncccn2)s1
1.7,0.6,8.1,-3.8,14.3,3.2,-5.0,0.9,-0.4,0.5,O=C(Cn1nnc(-c2ccc(Cl)cc2)n1)NC1CCS(=O)(=O)C1 (stereo unspecified)
8.4,-2.9,1.0,-7.3,2.6,0.1,1.4,3.3,-5.6,0.4,Cc1cccc(C(=O)NCCNC(=O)c2cccnc2)c1
-1.1,0.3,-0.7,-0.4,-1.5,1.4,4.5,-0.1,0.5,-0.8,O=C(Nc1ccc(F)cc1F)c1csc(-c2cccs2)n1
-1.9,0.5,4.5,0.6,-2.5,-1.7,-0.7,2.4,-4.7,0.5,CCCOc1ccc(N2C(=O)CC(N(CCCO)C(=O)CC)C2=O)cc1 (stereo unspecified)
0.9,-7.0,3.0,-3.8,3.6,-10.1,-0.8,-16.2,-5.8,0.4,CCCCSc1nnc(-c2ccccc2N)c(=O)[nH]1
2.9,-102.9,0.1,-10.6,-1.1,3.3,7.9,-1.7,-125.7,-10.3,Cc1ccc(-c2nnn3c2nc(NC(C)C)c2ccccc23)cc1
3.8,2.7,-6.1,-3.0,-7.5,-0.1,-9.2,4.0,-1.2,-0.2,CCOc1cc(S(=O)(=O)N2CCCCCC2)ccc1F
-2.7,0.0,4.2,-2.1,13.0,1.0,-1.2,0.3,3.4,0.0,CCc1c(C)n([O-])c2c([n+]1=O)CCC2
-4.4,1.7,6.4,2.3,-7.7,-1.9,-0.5,-0.5,1.5,-0.6,C=CCNC(=O)c1c(C(F)(F)F)nn(C)c1Cl
-1.9,3.4,-5.8,-2.3,-10.1,1.1,0.5,-0.7,0.6,0.0,COc1cccc(CNC(=O)CCCc2nnc3n(C)c(=O)c4sccc4n23)c1
-11.2,-1.0,-1.6,-4.6,1.0,5.3,-7.5,1.3,-0.5,0.2,Cc1cc(C)n(C(=O)CCCC(=O)n2nc(C)cc2C)n1
0.3,1.0,3.1,0.9,-2.6,3.1,-1.1,-0.3,0.0,0.3,CC1(C)Cc2ccccc2C(N/N=C/c2cccc(F)c2)=N1
-9.8,-3.5,4.8,0.7,5.9,2.2,2.8,-4.1,5.4,0.2,Cc1ccsc1C(=O)N1CCC1(C)C(=O)NS(=O)(=O)c1ccccc1 (stereo unspecified)
3.3,-2.0,1.4,-0.2,8.4,0.1,2.0,2.6,-2.7,-0.3,CCCn1c(=S)[nH]c2cc(C(=O)NCC3CCCO3)ccc2c1=O (stereo unspecified)
-0.1,4.6,-5.0,0.8,12.4,3.8,5.4,-4.6,5.2,0.5,O=C(N1CCCCCC1)N1CCN(S(=O)(=O)N2CCOCC2)CC1
-1.1,2.1,6.6,-4.1,8.7,-6.7,-1.8,-2.8,3.3,-0.5,CCCCCCn1c2c(c(=N)c3c1CCC3)CCC2
-7.3,2.4,-2.4,0.7,-2.5,-5.7,-3.6,-6.0,5.7,0.0,O=C(NN1C(=O)C2C3c4ccccc4C(c4ccccc43)C2C1=O)c1ccccc1 (stereo unspecified)
2.7,-2.1,3.5,-3.3,3.6,2.1,4.8,1.1,-0.4,-1.0,CN(C)C(CNC(=O)C1CCCN1C(=O)c1cccs1)c1ccccc1 (stereo unspecified)
-4.9,-3.9,-7.4,-2.8,4.1,0.2,8.8,-1.0,-4.4,0.4,Cc1ccc(C(=O)Nc2nc(C)c(C)s2)o1
5.5,0.1,-3.5,-9.5,-2.9,-2.5,1.9,2.4,-8.8,-0.5,CCCOC(=O)C[N+](C)(C)CCOC1CC2CCC1(C)C2(C)C (stereo unspecified)
-1.6,2.1,2.7,9.9*,/,1.5,/,0.0,1.8,/,CC(C)(N[C@@H](Cc1c[nH]c2ccccc12)C(=O)NCC(c1ccccc1)c1ccccc1)C(=O)NC1CCCCC1
-2.6,4.6,2.6,0.4,4.9,0.0,0.9,0.1,2.5,0.9,COc1ccc(S(=O)(=O)N(C)C)cc1NC(=O)c1ccc(OCC2CCCO2)cc1 (stereo unspecified)
6.1,-20.6,1.7,-44.8,-1.8,2.5,8.9,-1.4,-29.9,-0.5,COc1ccc(-c2cc(C(F)(F)F)nc(NCc3cccnc3)n2)cc1
4.2,0.8,2.8,1.5,5.5,0.6,2.3,1.0,-5.7,0.4,CC(CCc1ccccc1)NC(=O)CN(C)Cc1ccccc1F (stereo unspecified)
2.5,-2.1,5.9,-1.4,-6.5,-1.4,-13.0,-0.9,2.7,0.6,c1ccc(COc2ccc(OCCn3cncn3)cc2)cc1
10.5,1.4,4.6,0.0,-9.2,-5.0,2.8,-1.6,1.9,0.1,COc1ccc(OC2C(=O)N(c3cc(C)ccc3C)C2c2ccc(OC)c(OC)c2)cc1 (stereo unspecified)
-15.0,1.3,-11.1,-1.4,15.1,3.6,6.3,-0.2,-7.5,-1.0,O=C(COC(=O)C1CCC(N2C(=O)C3C4CCC(C4)C3C2=O)CC1)c1ccc(F)cc1 (stereo unspecified)
1.9,-0.1,4.7,-0.7,1.9,-5.0,2.6,0.6,3.2,-0.9,CCC(C)NC(=O)CN(c1ccc(Cl)c(Cl)c1)S(C)(=O)=O (stereo unspecified)
-2.5,-0.1,3.8,-0.4,0.2,0.5,-6.3,10.1,-2.6,0.2,COc1ccc(OC(=O)c2cccc(S(=O)(=O)N3CC(C)OC(C)C3)c2)cc1 (stereo unspecified)
2.8,4.6,-8.8,2.8,-4.3,-0.1,2.9,0.6,-0.9,0.3,CC1=C(C(=O)OCc2ccccc2)C(c2ccc([N+](=O)[O-])cc2)NC(=O)N1C (stereo unspecified)
8.5,1.4,3.1,-2.7,-1.1,3.3,-0.7,0.1,0.8,0.1,Cn1cc(C(=O)Nc2ccc(F)c(F)c2)cn1
-3.7,0.7,-0.3,-3.2,-14.8,-1.1,-18.9,-2.0,-6.5,-0.2,COC(=O)c1ccc(S(=O)(=O)N(C2CCCCC2)C2CCCCC2)n1C

# An excerpt from above, reduced to proKLK7 act and DDE Tn7 FP inh.
structure | proKLK7 act | DDE Tn7 FP inh
O=C(Cn1nnc(-c2ccc(Cl)cc2)n1)NC1CCS(=O)(=O)C1 (stereo unspecified) | 0.5 | 1.7
Cc1ccc(-c2nnn3c2nc(NC(C)C)c2ccccc23)cc1 | -10.3 | 2.9

# Three compounds already listed, ordered by their value in MBD2 inh, falling:
DDE Tn7 FP inh,PLCg1 inh,DDE Tn6 FP inh,ADAM17 inh,ARFGAP1 inh,MBD2 inh,ASAP1 inh,UHRF1 binding,PLCb3 inh,proKLK7 act,SMILES
-0.1,4.6,-5.0,0.8,12.4,3.8,5.4,-4.6,5.2,0.5,O=C(N1CCCCCC1)N1CCN(S(=O)(=O)N2CCOCC2)CC1
3.3,-2.0,1.4,-0.2,8.4,0.1,2.0,2.6,-2.7,-0.3,CCCn1c(=S)[nH]c2cc(C(=O)NCC3CCCO3)ccc2c1=O (stereo unspecified)
-3.7,0.7,-0.3,-3.2,-14.8,-1.1,-18.9,-2.0,-6.5,-0.2,COC(=O)c1ccc(S(=O)(=O)N(C2CCCCC2)C2CCCCC2)n1C
